Bioassay records as filed in PubChem BioAssay.
HCV inhibitor: qHTS Assay for Inhibitors of Hepatitis C Virus (HCV) | Huh7.5.1 HCVcc-Cre infection, luciferase reporter, 44 h | Potency, µM (doses to about 41.8 µM), without a hit: at the highest dose activity change, negative = inhibition, hits mostly inhibitors | hit rate 3.4% among 340,000 | AID 651820, 2012
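A cell-based infection assay in which seeded cells (1,000 per well) receive test compound after 4 h, are inoculated with HCVcc-Cre at approximately 0.5 moi, and are incubated 44 h before luminescence detection.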
Pf growth 96h: Primary qHTS for delayed death inhibitors of the malarial parasite plastid, 96 hour incubation; P. falciparum luciferase reporter growth, 96 h; Potency, µM (doses to about 28.7 µM), inactives show top-dose activity change, negative = inhibition, actives largely listed as inhibitors; hit rate 6.9% among 320,000
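96 h incubation, 37 C, 5% CO2, of luciferase-reporter P. falciparum-infected RBCs (2% hematocrit, 0.05% parasitemia final) with test compounds; endpoint luminescence.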
Sm TGR inh: qHTS Assay for the Inhibitors of Schistosoma Mansoni Peroxiredoxins. hit rate 3% among 360,000. purified TGR, DTNB reduction, TNB absorbance 405 nm. Potency, µM (top dose mostly 114 µM), for inactives: top-dose activity change, negative = inhibition, actives largely listed as inhibitors; further: nearly all actives have a fitted effect of over 60% in size
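Kinetic colorimetric format: TGR-catalysed, NADPH-driven DTNB reduction monitored via TNB absorbance. Enzyme dispensed at 20 nM; compound exposure 15 min at room temperature before reaction start.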
TbPYK inhibitor: qHTS of Trypanosoma Brucei Inhibitors; TbPYK enzyme, Kinase-Glo Plus ATP luminescence, 45 min; hit rate 0.12% among 410,000; Potency, µM (series often up to 76.8 µM), without a hit: at the highest dose activity, negative = inhibition, actives largely listed as inhibitors; pyruvate kinase (Trypanosoma brucei), Q57TT1; further: nearly all actives have a fitted effect of over 50% in size
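Screened from lowest to highest concentration, compounds were pinned into TbPYK/substrate mixtures, and ADP (130 uM final) was added. Plates sat at room temperature for 45 min prior to Kinase-Glo Plus detection by luminescence.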
LmPK inh: qHTS Assay for Inhibitors of Leishmania Mexicana Pyruvate Kinase (LmPK). Potency, µM (top dose mostly 57.5 µM), inactives show top-dose activity change, negative = inhibition, usual class: inhibitors. Q27686. hit rate 0.37% among 290,000. purified LmPK, Kinase-Glo ATP luminescence, 1 h
Target sequence (Q27686 whole entry, looked up): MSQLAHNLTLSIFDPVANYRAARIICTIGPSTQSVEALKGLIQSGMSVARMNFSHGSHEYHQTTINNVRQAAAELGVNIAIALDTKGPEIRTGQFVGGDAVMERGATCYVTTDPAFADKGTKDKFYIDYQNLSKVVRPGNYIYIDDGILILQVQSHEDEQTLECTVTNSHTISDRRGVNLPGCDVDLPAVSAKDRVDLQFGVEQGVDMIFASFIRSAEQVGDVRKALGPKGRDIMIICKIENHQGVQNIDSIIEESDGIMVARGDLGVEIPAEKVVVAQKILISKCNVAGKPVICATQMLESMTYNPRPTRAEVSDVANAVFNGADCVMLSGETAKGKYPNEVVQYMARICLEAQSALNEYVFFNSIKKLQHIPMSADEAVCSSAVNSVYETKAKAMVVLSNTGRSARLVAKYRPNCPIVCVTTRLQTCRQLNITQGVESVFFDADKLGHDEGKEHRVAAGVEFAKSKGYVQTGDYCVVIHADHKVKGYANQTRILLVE
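In 50 mM imidazole pH 7.2 with 7 mM MgCl2, LmPK (0.1 nM) turned over PEP (0.5 mM) and ADP (0.1 mM) for 1 h at room temperature. Luciferase read-out of ATP.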
Pf growth 48h: Primary qHTS for delayed death inhibitors of the malarial parasite plastid, 48 hour incubation; Potency, µM (highest dose often 28.7 µM), for the others: top-dose activity change, negative = inhibition, most hits filed as inhibitors; AID 504832, 2011; P. falciparum luciferase growth in erythrocytes, 48 h; hit rate 5.9% among 310,000
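Compounds are pin-transferred into medium, infected erythrocytes (2% hematocrit, 0.1% parasitemia final) are added, and plates sit one parasite generation at 37 C in 5% CO2. Detection reagent is then added and luminescence measured.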
Numbers without * were called inactive; ? = inconclusive; nt = not tested or not shown; & = joins results of further samples; [ ] = another dose, or the depositor's remark. The call rests on the fitted dose curve; in most records, active means well fitted curve in the direction sought with a large enough effect; inconclusive means small, poorly fitted or top-dose-only effect, or another doubt; inactive means no such curve, though single readings can be large; an effect the other way counts as inactive or inconclusive. On the % scale 0 is the no-effect control and ±100 the full control effect; potency means the concentration at half of the fitted maximal effect.

1	O=C(O)CCn1c(=O)n(CCC(=O)O)c(=O)n(CCC(=O)O)c1=O
2	COc1ccc(OC)c2[nH]c(C(=O)N3CCC(C(=O)O)CC3)cc12
3	Cc1nnc(SC(C)C(=O)Nc2c(C)n(C)n(-c3ccccc3)c2=O)n1N (stereo not given)
4	COc1ccc(Br)cc1/C=N/N1CCN(Cc2ccccc2Cl)CC1
5	COc1ccc(C(=O)NCc2ccc(F)cc2)cc1S(=O)(=O)N1CCCC1
compound no.	1	2	3	4	5
HCV inhibitor	16%	-2%	21%	?	-26%
Pf growth 96h	?	15%	30%[activator]	17%	?
Sm TGR inh	43%[activator]	-14%	-8%	1%	-1%
TbPYK inhibitor	0%	3%	-1%	-5%	8%
LmPK inh	-10%	-5%	-2%	16%	nt
Pf growth 48h	0%	14%	27%	0%	?

6	COC(=O)C1=CNC=C(C(=O)OC)C1c1cccc(OC)c1
7	COC(=O)CNC(=O)CSc1nnc(C)c(=O)[nH]1
8	Cc1ccc(Cn2c(SCC(=O)N/N=C/c3ccc(C)o3)nc3ccccc32)cc1
9	CCCCCn1nc(C(=O)OCC(=O)c2c(N)n(C)c(=O)n(C)c2=O)c2ccccc2c1=O
10	N#Cc1ccccc1NC(=O)COC(=O)c1c[nH]c2ccccc12
compound no.	6	7	8	9	10
HCV inhibitor	10%	6%	-26%	?	-2%
Pf growth 96h	30%	288%[activator]	nt	-7%	2%
Sm TGR inh	8%	-5%	-29%	20%	-1%
TbPYK inhibitor	-5%	7%	-3%	5%	-3%
LmPK inh	4%	-4%	-2%	0%	nt
Pf growth 48h	?	-8%	?	-28%	?

11	O=C(c1sccc1-c1ccccc1)N1CCN(S(=O)(=O)c2ccccc2F)CC1
12	O=c1oc2ccccc2n1CCc1ccccc1
13	Nc1nc(N2CCCCC2)nc(N2CCCCC2)n1
14	COc1ccc(CN2CCC(C(N)=O)CC2)cc1OCc1ccccc1
15	COc1ccc(OC)c(Nc2ncnc3ccc(Br)cc23)c1
compound no.	11	12	13	14	15
HCV inhibitor	?	12%	-3%	7%	?
Pf growth 96h	-1%	15%	-14%	?	?
Sm TGR inh	2%	1%	3%	-6%	0%
TbPYK inhibitor	-4%	4%	-2%	15%	1%
LmPK inh	nt	0%	-2%	1%	0%
Pf growth 48h	6%	17%	nt	35%	?

16	Cc1[nH]c(=O)[nH]c(=O)c1/C=C/C(=O)O
17	CCOC(=O)NC(=O)C(=CNc1ccccc1C)C(=O)NC(=O)OCC
18	N=c1c(S(=O)(=O)c2ccc(Cl)cc2)cc2c(=O)n3ccccc3nc2n1CCc1ccccc1
19	Cc1cc(F)ccc1S(=O)(=O)N1CCCOC1CNC(=O)C(=O)NCc1ccccn1 (stereo not given)
20	Cc1ccc(C(=O)N(c2ccccc2)C2CC(C)N(C(=O)c3ccco3)c3ccccc32)cc1 (stereo not given)
compound no.	16	17	18	19	20
HCV inhibitor	11%	12%	nt	18%	11µM*
Pf growth 96h	2%	-1%	-3%	-3%	nt
Sm TGR inh	9%	-8%	-1%	-3%	-7%
TbPYK inhibitor	0%	-5%	nt	5%	-1%
LmPK inh	-8%	3%	-2%	-3%	-5%
Pf growth 48h	10%	12%	?	-9%	10µM*

21	COc1ccc(OCC(=O)N2CCc3ccccc3C2)cc1
22	COCC(C)NC(=O)c1cc(-c2ccc(O)cc2)on1 (stereo not given)
23	O=C(Cn1c(=O)cnc2ccccc21)NNC(=O)c1ccc(Cl)cc1
24	CN=C1C=C/C(=N/N=c2\ccn(O)cc2C)C=C1C
25	Cc1ccc(CN2CCN(c3ccccc3)CC2)o1
compound no.	21	22	23	24	25
HCV inhibitor	-3%	3%	4%	1%	25%
Pf growth 96h	?	0%	61%[activator]	85%[activator]	44%[activator]
Sm TGR inh	1%	0%	-8%	0%	-23%
TbPYK inhibitor	7%	-4%	0%	?	-4%
LmPK inh	11%	4%	nt	?	-2%
Pf growth 48h	0%	nt	-1%	39%[activator]	5%

In a second layout: two of the compounds above.
#	compound	HCV inhibitor	Pf growth 96h	Sm TGR inh	TbPYK inhibitor	LmPK inh	Pf growth 48h
21	COc1ccc(OCC(=O)N2CCc3ccccc3C2)cc1	-3%	?	1%	7%	11%	0%
5	COc1ccc(C(=O)NCc2ccc(F)cc2)cc1S(=O)(=O)N1CCCC1	-26%	?	-1%	8%	nt	?

(listing goes on)
26	CCC(C)Sc1ccc([C@@H]2[C@H]3C(=O)N(CC)C(=O)[C@H]3[C@]3(C(=O)OC)CCCN23)cc1OC (stereo not given in full)
27	COCCCn1c(SCC(=O)NC(C)(C)C)nnc1-c1ccccc1
28	CN1CCN(c2ccc(Cl)cc2NC(=O)/C=C/c2ccc(F)cc2)CC1
29	Cn1c(=O)c2[nH]c(N=NNc3ccccc3F)nc2n(C)c1=O
30	Cc1c(OCC(=O)NCc2ccncc2)ccc2c3c(c(=O)oc12)CCCC3
compound no.	26	27	28	29	30
HCV inhibitor	-2%	4%	-27%	-19%	?
Pf growth 96h	10µM*	241%[activator]	?	0%	?
Sm TGR inh	0%	-7%	5%	40µM*	0%
TbPYK inhibitor	-6%	-4%	3%	5%	-5%
LmPK inh	nt	0%	-4%	-7%	-11%
Pf growth 48h	12µM*	-13%	-6%	34%[activator]	20%

31	Cc1cc(C)cc(CSCC(=O)NN=C2CCCCCC2)c1
32	CN(CC(=O)Nc1ccc(N2CCOCC2)cc1)C(=O)CC(c1ccccc1)c1ccccc1
33	CCC1CCc2c(c3ccccc3[nH]c2=O)O1 (stereo not given)
34	C[C@H]1CCCC(=O)CCCCCc2cc(O)cc(O)c2C(=O)O1
35	CCOC(=O)C1C(=O)OC(C)(C)C1C(C)C(=O)c1ccccc1 (stereo not given)
compound no.	31	32	33	34	35
HCV inhibitor	18%	-11%	-15%	?	10%
Pf growth 96h	?	?	129%[activator]	9.3µM*	nt
Sm TGR inh	0%	0%	-16%	2%	5%
TbPYK inhibitor	3%	-1%	1%	-1%	-2%
LmPK inh	-3%	5%	-2%	-1%	0%
Pf growth 48h	-17%	?	30%	4.1µM*	17%

36	CCOC(=O)COn1c(SCC(=O)OCC)nc2ccccc2c1=O
37	Cc1nnc(NC(=O)c2ccc3c(c2)C(=O)N(CCC(C)C)C3=O)s1
38	C=CCn1c(=O)c2c3c(sc2n2c(Nc4ccc(C(=O)OCC)cc4)nnc12)CCCC3
39	O=C(CNC(=O)c1ccc(-c2ccccc2)cc1)OCc1c(F)cccc1Cl
40	CCCCn1c(N)c(N(CCOC)C(=O)c2ccc(-c3ccccc3)cc2)c(=O)[nH]c1=O
compound no.	36	37	38	39	40
HCV inhibitor	6%	-21%	2%	16%	13%
Pf growth 96h	-6%	-34%	?	42%[activator]	3%
Sm TGR inh	1%	-27%	-3%	0%	0%
TbPYK inhibitor	3%	2%	nt	-11%	8%
LmPK inh	-7%	2%	4%	4%	nt
Pf growth 48h	-12%	nt	nt	0%	?

41	O=C(O)c1cccc(S(=O)(=O)N2CCCC(c3nc4c(nnn4Cc4ccccc4Cl)c(=O)[nH]3)C2)c1 (stereo not given)
42	O=c1[nH]c(CN2CC=C(c3ccccc3)CC2)nc2cc(C(F)(F)F)ccc12
43	O=C(Cc1cccs1)N(c1ccc(Cl)cc1)C1C=CS(=O)(=O)C1 (stereo not given)
44	CC(C)C(=O)Nc1nnc(SCC(=O)Nc2ccc3c(c2)OCCO3)s1
45	Cn1cnnc1SCC(=O)Nc1ccc2c(c1)CCC2
compound no.	41	42	43	44	45
HCV inhibitor	10%	-30%	-12%	16%	9%
Pf growth 96h	1%	?	33%[activator]	31%[activator]	1%
Sm TGR inh	2%	-17%	-16%	5%	13%
TbPYK inhibitor	-6%	4%	-9%	-6%	7%
LmPK inh	-7%	-1%	-1%	1%[11.5 µM]	-2%
Pf growth 48h	?	nt	-25%	8%	54%[activator]

A stretch from further up, as a working copy:
32	CN(CC(=O)Nc1ccc(N2CCOCC2)cc1)C(=O)CC(c1ccccc1)c1ccccc1
33	CCC1CCc2c(c3ccccc3[nH]c2=O)O1 (stereo not given)
34	C[C@H]1CCCC(=O)CCCCCc2cc(O)cc(O)c2C(=O)O1
35	CCOC(=O)C1C(=O)OC(C)(C)C1C(C)C(=O)c1ccccc1 (stereo not given)
36	CCOC(=O)COn1c(SCC(=O)OCC)nc2ccccc2c1=O
37	Cc1nnc(NC(=O)c2ccc3c(c2)C(=O)N(CCC(C)C)C3=O)s1
38	C=CCn1c(=O)c2c3c(sc2n2c(Nc4ccc(C(=O)OCC)cc4)nnc12)CCCC3
compound no.	32	33	34	35	36	37	38
HCV inhibitor	-11%	-15%	?	10%	6%	-21%	2%
Pf growth 96h	?	129%[activator]	9.3µM*	nt	-6%	-34%	?
Sm TGR inh	0%	-16%	2%	5%	1%	-27%	-3%
TbPYK inhibitor	-1%	1%	-1%	-2%	3%	2%	nt
LmPK inh	5%	-2%	-1%	0%	-7%	2%	4%
Pf growth 48h	?	30%	4.1µM*	17%	-12%	nt	nt

39	O=C(CNC(=O)c1ccc(-c2ccccc2)cc1)OCc1c(F)cccc1Cl
40	CCCCn1c(N)c(N(CCOC)C(=O)c2ccc(-c3ccccc3)cc2)c(=O)[nH]c1=O
41	O=C(O)c1cccc(S(=O)(=O)N2CCCC(c3nc4c(nnn4Cc4ccccc4Cl)c(=O)[nH]3)C2)c1 (stereo not given)
42	O=c1[nH]c(CN2CC=C(c3ccccc3)CC2)nc2cc(C(F)(F)F)ccc12
43	O=C(Cc1cccs1)N(c1ccc(Cl)cc1)C1C=CS(=O)(=O)C1 (stereo not given)
compound no.	39	40	41	42	43
HCV inhibitor	16%	13%	10%	-30%	-12%
Pf growth 96h	42%[activator]	3%	1%	?	33%[activator]
Sm TGR inh	0%	0%	2%	-17%	-16%
TbPYK inhibitor	-11%	8%	-6%	4%	-9%
LmPK inh	4%	nt	-7%	-1%	-1%
Pf growth 48h	0%	?	?	nt	-25%

The results go on.
46	COc1ccc(C2/C(=C(/O)c3ccccc3)C(=O)C(=O)N2c2ccccn2)cc1 (stereo not given)
47	COc1cc(/C=C2/C(=O)NN(c3ccc(F)cc3)C2=O)cc([N+](=O)[O-])c1O
48	CCOc1ccc(CNS(=O)(=O)c2c(C)nc3scc(C)n3c2=O)cc1OC
49	CCOC(=O)c1cnc(SCC(=O)OCC(=O)NC2CCS(=O)(=O)C2)nc1N (stereo not given)
50	CC1(c2nnc(Cc3ccccc3)o2)CC(c2ccc(OC(F)(F)F)cc2)=NO1 (stereo not given)
compound no.	46	47	48	49	50
HCV inhibitor	9%	?	26%	7%	3%
Pf growth 96h	7%	16%	-2%	48%[activator]	54%[activator]
Sm TGR inh	-27%	-13%	-1%	-12%	-6%
TbPYK inhibitor	0%	-17%	0%	2%	4%
LmPK inh	-1%	-8%	0%	nt	nt
Pf growth 48h	-16%	78%[activator]	4%	4%	0%

51	CC1(C)OC(=O)N(NCc2ccccc2)C1(C)O (stereo not given)
52	CCc1ccc(NCCC(=O)c2ccc(Br)cc2)cc1
53	CCSc1nnc(NC(=O)C(C(F)(F)F)C(F)(F)F)s1
54	C=CCNC(=S)Nc1ccc(Cl)cc1
55	CCN(CC)S(=O)(=O)c1cc(C(=O)O)ccc1OC
56	COc1ccc(OC)c(NC(=O)C2CCCN(S(=O)(=O)c3c(C)nn(C)c3C)C2)c1 (stereo not given)
57	CCC1(c2ccccc2)NC(=S)N(c2cccc(C)c2C)N1 (stereo not given)
compound no.	51	52	53	54	55	56	57
HCV inhibitor	-11%	-5%	-12%	1%	-3%	8%	15%
Pf growth 96h	7%	58%[activator]	?	30%	41%[activator]	nt	0%
Sm TGR inh	13%	13µM*	40µM*	-13%	10%	-3%	-8%
TbPYK inhibitor	15%	6%	2%	-10%	5%	-3%&3%	?
LmPK inh	-1%	3%	1%	4%	4%	nt	-5%
Pf growth 48h	1%	36%[activator]	-7%	0%	16%	nt	-11%
